WT yeast gro inh: growth inhibition of WT strain, primary screen, mitochondrial fusion inhibitor project, WT and mutant strains, chemical genetic | mitochondrial fusion phenotypic screen | inhibition, % at 10 µM | 2.1% of 190,000 active | AID 1362, 2008; in the data active means inhibition above about 58%; tested in S. cerevisiae
UTI89 phage lysis: inhibition of K1F phage lysis, E. coli UTI89, bacterial capsule biogenesis inhibitors, alamar blue (AID 488966). E. coli UTI89 K1F phage lysis, alamar blue, 2 h; higher % means a stronger effect. one-dose inhibition, % at 100 µM; IC50 in µM for titrated hits. 0.02% of 340,000 active;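 active means phage lysis inhibition, versus mean bacterial control, above a set limit; inconclusive means no clear call, values can overlap the other calls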;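 further: capsule biogenesis inhibitors block K1F phage lysis so surviving cells raise fluorescence; higher fluorescence means more inhibition of phage lysis; actives were called in the ten point dose series up to 300 µM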
Dengue-2 NS5 capping: Dengue-2 NS5 methyltransferase inhibitors, primary screen, biochemical, confirmation dose response (AID 588689); Dengue-2 NS5 methyltransferase capping enzyme assay, biochemical; higher % means a stronger effect; one-dose inhibition, % at 25 µM; IC50 in µM for titrated hits; Genome polyprotein (Dengue virus type 2 (strain 16681-PDK53)); 0.3% of 340,000 active; in the data active means a potency from the dose series; inconclusive means inhibition above about 29% without an active follow-up result
SV40 large T antigen: SV40 large T antigen inhibitors, biochemical (AID 1903). SV40 large T antigen ATPase/helicase inhibition assay; higher % means a stronger effect. inhibition, % at 20 µM; hits with a dose series show IC50 in µM. 0.39% of 310,000 active; in the data active means a potency from the dose series; inconclusive means inhibition mostly from about 32% at the one dose, without a potency; inactive means the rest, 99 in 100 with inhibition below about 32%; further: strong numbers were not always called active
RSV antiviral HEp-2: RSV antiviral activity via CPE protection, HEp-2 cells, primary 10 µM value included (AID 2391). HEp-2 cells, RSV-induced CPE inhibition; higher % means a stronger effect. 0.13% of 310,000 active. one-dose CPE inhibition, % at 10 µM; IC50 in µM for titrated hits; in the data active means a potency from the dose series; inconclusive means CPE inhibition mostly from about 23% at the one dose, without a potency; inactive means the rest, 99 in 100 with CPE inhibition below about 21%; further: strong numbers were not always called active
XIAP antagonists: XIAP antagonists, biochemical, IAP family, fluorescence polarization (AID 1018); one-dose displacement, % at 20 µM; IC50 in µM for titrated hits; 0.007% of 200,000 active; XIAP BIR domain, fluorescence polarization peptide displacement; higher % means a stronger effect; E3 ubiquitin-protein ligase XIAP (Homo sapiens); in the data active means displacement above about 50%; further: a part of the inactive calls stands beside numbers as strong as those of hits
CSM14.1 death rescue: rescue of cells from ER stress-induced death, primary screen, 384-well, CSM14.1, thapsigargin, ATP luminescence (AID 1222); CSM14.1 thapsigargin-induced death rescue, ATP luminescence; higher % means a stronger effect; one-dose cellular ATP content (survival), % at 20 µM; EC50 in µM for titrated hits; 190,000 tested, under 10 active;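 active means EC50 below 50 µM in the dose-response confirmation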;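 further: death triggered by thapsigargin at about 15 µM added after 2 h compound pretreatment; cell ATP read after overnight thapsigargin exposure of roughly 18 to 22 hours; normalized against plate controls of thapsigargin alone and 5% DMSO vehicle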
West Nile virus CPE: West Nile virus antiviral activity, cell-based, CPE readout (AID 1621); West Nile virus-infected cells, CPE inhibition; higher % means a stronger effect; one-dose CPE inhibition, % at 10 µM; IC50 in µM for titrated hits; 0.02% of 290,000 active; in the data active means a potency from the dose series; inconclusive means CPE inhibition mostly from about 3.7% at the one dose, without a potency; inactive means the rest, 99 in 100 with CPE inhibition below about 2.2%; further: strong numbers were not always called active
Yfh1-off respiration: enhancers of respiration in Yfh1-depleted yeast, dose response, Friedreich's ataxia, plus single-dose screen (AID 1465); 0.074% of 220,000 active; S. cerevisiae Yfh1-off respiration, WST-1 reduction, 72 h; higher fold induction means a stronger effect; fold induction at 50 µM, or EC50 in µM where a hit was titrated;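 active means fold induction of absorbance versus untreated yeast above a set limit, then at least 30% activation at any dose in follow-up; inconclusive means repeats straddling the limit, or above it without dose testing; inactive means fold induction below the set limit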;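 further: activators that raise dye reduction in frataxin-depleted yeast; strong numbers were not always called active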
WT yeast gro inh mutant strain: second read-out of WT yeast gro inh, no call of its own (marks repeat the call); inhibition, %; mitochondrial fusion phenotypic screen, mutant strain inhibition
Dengue-2 NS5 capping pilot replicate: recorded beside Dengue-2 NS5 capping, whose call it bears; inhibition, %; measured here: pilot screen replicate inhibition
Starred values were filed as active, the others as inactive; i = inactive; ? = inconclusive; · = no result given; [ ] = dose if it differs, or a comment.

SMILES	WT yeast gro inh	WT yeast gro inh mutant strain	UTI89 phage lysis	Dengue-2 NS5 capping	SV40 large T antigen	RSV antiviral HEp-2	XIAP antagonists	CSM14.1 death rescue	West Nile virus CPE	Yfh1-off respiration	others
CCOC(=O)C1(C(F)(F)F)N=C(C(F)(F)F)Nc2ccc(F)cc21 (stereo not drawn)	-5	1	0.5%	0%	10%	0.8%	-0.6%	-1.6%	0.5%	i
COc1ccc(/C=C/C(=O)NCCn2c(C)cc3ccccc32)cc1OC	2	-9	1.8%	0%	-2%	2.6%	-22%	-4.6%	-0.1%	i
NC(=NCc1ccc2c(c1)OCO2)NC(=O)c1ccccc1	-8	2	0.1%	·	1%	·	-67%	0.3%	-1.2%	i
NNC(=S)Nc1ccc(Cl)cc1	13	24	0.3%	-4%	34%	2.3%	-4.4%	-1.8%	0.5%	i
Cc1cc(C(=O)NNc2ccc(C)c(C)c2)no1	·	·	3.9%	-8%	21%	3.4%	·	·	-1.1%	i
CCN(CC)C(=O)C1CCC(CNS(=O)(=O)c2cccc3cccnc23)CC1 (stereo not drawn)	4	-14	-10%	-10%	2%	-1.1%	-6.4%	·	-0.5%	i
O=C1Nc2ccccc2N(O)N1c1ccc(Cl)c(Cl)c1	2	23	0.0%	-7%	9%	0.1%	-8.1%	-0.1%	-0.4%	i
Cc1c(C(c2ccc(O)cc2)c2c(C)n(C)n(-c3ccccc3)c2=O)c(=O)n(-c2ccccc2)n1C	18	10	·	·	-1%	0.1%	-4.1%	-0.7%	0.7%	i
O=C(O)CCN1C(=O)S/C(=C\c2cccnc2)C1=O	·	·	-1.7%[50 µM]	12%	3%	-1.1%	·	·	1.1%	i
Clc1ccc2oc3c(Cl)ncnc3c2c1	-7	6	0.2%	-10%	9%	1.3%	-3.6%	7.6%	-0.2%	i
c1ccc(CCn2nnnc2C(c2cccnc2)N2CCN(c3ccccc3)CC2)cc1 (stereo not drawn)	-65	9	2.8%	-4%	8%	-0.2%	-6.1%	2.1%	-0.8%	i
CCOc1cc(N2CCOCC2)c(OCC)cc1NC(=O)COC(=O)CCOc1ccc(C)cc1	·	·	-0.8%	-4%	>100µM*	-1.0%	·	·	·	·
Cc1ccc(C)c(OCCC(=O)OCC(=O)Nc2ccc(Cl)cn2)c1	·	·	1.0%[50 µM]	-12%	11%	-2.3%	·	·	·	·
CCN(Cc1ccccc1)C(=O)Cn1c(=O)n(-c2ccc(OC)cc2OC)c(=O)c2c(C)c(C)sc21	-3	11	-0.4%	-6%	9%	-0.7%	-7.0%	-0.7%	-0.9%	i
Cc1ccc(NC(=O)C2CCN(S(=O)(=O)c3cnc[nH]3)CC2)cc1C	-2	-11	1.6%[50 µM]	-3%	12%	2.4%	-1.0%	-2.5%	0.2%	i
Cc1ccc(S(=O)(=O)NC(C)(C)C)cc1C(=O)OCC(=O)N1CCCC1=O	·	·	0.7%[50 µM]	-4%	13%	0.5%	·	·	·	·
Cc1cc(S(=O)(=O)NCc2ccccc2)ccc1OCC(=O)NCc1ccncc1	·	·	0.4%	3%	22%	2.3%	·	·	-0.1%	·
CC(C)CC(NC(=O)c1ccccc1)C(=O)OCC(=O)Nc1ccc(S(N)(=O)=O)cc1 (stereo not drawn)	-2	-8	-0.2%	-7%	·	1.0%	-6.0%	-1.5%	0.4%	i
Cc1ccc(N2C(=O)CC(N3CCSCC3)C2=O)c(C)c1 (stereo not drawn)	·	·	0.3%	-2%	6%	·	·	·	0.0%	i
Clc1ccc(-c2cc(CSc3ccccc3)on2)cc1	33	21	0.6%	-5%	6%	4.3%	-4.6%	-2.1%	0.4%	i
CCN(CCNC(=O)C1CCN(S(=O)(=O)c2cccc3cccnc23)CC1)c1ccccc1	14	4	-2.7%	-4%	12%	3.3%	-7.6%	-2.0%	-0.9%	i
CC(C)c1nnc(NC(=O)CCC(=O)N2CCN(c3ccccn3)CC2)s1	-3	-8	0.2%	7%	7%	-0.9%	-3.3%	-0.1%	-0.4%	i
Cc1ccc(C)c(NC(=O)C(Sc2nc3ccccc3c(=O)n2CC(C)C)c2ccccc2)c1 (stereo not drawn)	-5	-17	0.5%[50 µM]	0%	5%	-1.1%	-5.4%	-3.3%	0.2%	i
Oc1cccc(C(=S)N2CCC(Cc3ccccc3)CC2)c1	·	·	-1.9%	-2%	9%	4.5%	·	·	1.3%	·
COc1ccc2[nH]c3c(=O)n(/N=C/c4ccc(OC)c(CN5CCCC5)c4)c(C)nc3c2c1	·	·	0.0%	-7%	9%	-1.3%	·	·	0.0%	i
COC(C(=O)Nc1ccnn1C1CCN(Cc2ccc(C)s2)CC1)c1ccccc1 (stereo not drawn)	·	·	0.0%	1%	0%	-0.1%	·	·	-0.4%	·
O=C(O)C1CCC(CNCc2ccncc2)CC1 (stereo not drawn)	·	·	0.1%	7%	8%	1.5%	·	·	-0.2%	·
COc1ccc(-c2nc3ccccn3c2Cl)cc1	·	·	0.9%	-10%	10%	18%	·	·	-0.7%	·
C[C@H](NC(=O)c1nc[nH]c1C(=O)N[C@@H](Cc1ccccc1)C(=O)OCc1ccccc1)c1ccccc1	1	-3	2.0%	-8%	11%	0.8%	-0.9%	-1.8%	-0.5%	i
Cc1ccccc1C(=O)Nc1nnc(SCC(=O)NC2CC2)s1	·	·	1.1%[50 µM]	-2%	17%	1.5%	·	·	-0.4%	·

An excerpt from above in order of heavy-atom count, low to high.
SMILES	WT yeast gro inh	WT yeast gro inh mutant strain	UTI89 phage lysis	Dengue-2 NS5 capping	SV40 large T antigen	RSV antiviral HEp-2	XIAP antagonists	CSM14.1 death rescue	West Nile virus CPE	Yfh1-off respiration	others
O=C(O)C1CCC(CNCc2ccncc2)CC1 (stereo not drawn)	·	·	0.1%	7%	8%	1.5%	·	·	-0.2%	·
Cc1ccccc1C(=O)Nc1nnc(SCC(=O)NC2CC2)s1	·	·	1.1%[50 µM]	-2%	17%	1.5%	·	·	-0.4%	·
Cc1ccc(C)c(NC(=O)C(Sc2nc3ccccc3c(=O)n2CC(C)C)c2ccccc2)c1 (stereo not drawn)	-5	-17	0.5%[50 µM]	0%	5%	-1.1%	-5.4%	-3.3%	0.2%	i

Next section.
SMILES	WT yeast gro inh	WT yeast gro inh mutant strain	UTI89 phage lysis	Dengue-2 NS5 capping	SV40 large T antigen	RSV antiviral HEp-2	XIAP antagonists	CSM14.1 death rescue	West Nile virus CPE	Yfh1-off respiration	others
Cc1ccccc1NC(=O)CCC(=O)N/N=C/c1cccnc1	·	·	-0.2%[50 µM]	-7%	20%	1.7%	·	·	-0.8%	·
Cc1nnc(NC(=O)CSc2nnc3scc(-c4ccc(C)c(C)c4)n23)s1	-5	-14	0.9%	-1%	1%	2.5%	2.7%	1.6%	0.6%	i
O=C(c1cc(-c2ccc(Cl)cc2)on1)N1CCOCC1	-17	-21	3.2%	0%	7%	1.8%	-2.4%	-2.2%	0.4%	i
Cc1onc(-c2ccccc2)c1C(=O)NC(C)c1ccc2c(c1)OCO2 (stereo not drawn)	·	·	0.0%	1%	-4%	0.5%	·	·	-0.5%	·
Cn1cc(CN2CCc3c([nH]c4ccccc34)C2C(C)(C)C)cn1 (stereo not drawn)	2	1	0.2%	-7%	6%	0.6%	-10%	-0.5%	-1.2%	i
NC(=O)C1CCN(C(=O)c2cccc3ccccc23)CC1	·	·	1.9%	-3%	17%	0.4%	·	·	0.0%	·
COC(=O)Nc1nn(-c2ccc(OC)cc2)c(=O)c(C#N)c1C	20	5	0.4%	0%	17%	1.2%	-3.1%	0.9%	0.8%	i
O=C(Nc1ccccc1C(F)(F)F)N1CCC(N2CCCCC2)CC1	-18	-5	1.6%	-7%	1%	-0.6%	-4.7%	1.2%	0.2%	i
O=C(NNS(=O)(=O)c1ccc(F)cc1)c1cc(Cl)ccc1O	·	·	0.3%	2%	13%	1.9%	·	·	?	·	Dengue-2 NS5 capping pilot replicate=-3.0
COCCN(C(=O)CN1CCN(S(=O)(=O)c2ccc(F)cc2)CC1)c1c(N)n(Cc2ccccc2)c(=O)[nH]c1=O	-15	-18	2.0%	6%	4%	1.1%	-3.1%	0.2%	-0.4%	i
Cc1ccccc1OCCn1cnc2c(N)ncnc21	2	-22	0.6%	4%	0%	2.1%	-1.1%	2.6%	-0.4%	i
O=C(Cc1csc(N2CCOCC2)n1)N/N=C/c1ccccc1C(=O)O	·	·	0.1%	-2%	14%	-0.7%	·	·	0.5%	i
COc1ccc(CN2C(=O)C(=O)N(CC(N)=O)C2=O)cc1	-14	-8	-0.6%	-3%	6%	1.2%	-4.3%	·	-0.2%	i
Cc1oc(-c2ccccc2Cl)nc1CS(=O)CC(=O)NCc1ccc(Cl)cc1 (stereo not drawn)	·	·	0.0%	-6%	5%	11%	·	·	-0.4%	·
Cc1ccc(NC(=O)c2ccccc2NS(=O)(=O)c2ccc(Cl)s2)cc1	82*	76*	-0.6%[50 µM]	-1%	15%	16%	-2.4%	-0.5%	-2.2%	i
COc1ccccc1/C=C1\SC(=S)N(CCC(=O)Nc2cc(C)on2)C1=O	·	·	0.2%	?	2%	1.7%	·	·	0.3%	·
C=CCc1ccc(OC)c(OC)c1	·	·	2.5%	-4%	-3%	1.0%	·	·	0.3%	·
CC(NC(=O)CCNC(=O)c1ccco1)c1ccc(F)cc1 (stereo not drawn)	·	·	-0.3%	-5%	-1%	-0.3%	·	·	0.1%	·
Cc1cc(C(=O)NCC(=O)OCC(=O)NCCc2ccccc2)ccc1[N+](=O)[O-]	2	-4	0.5%	-1%	23%	0.7%	-3.1%	-0.1%	0.2%	i
CCCNC(C)(C)COC(=O)c1ccccc1	·	·	2.7%	-1%	4%	0.2%	·	·	·	·
CS(=O)(=O)c1ccc(C(=O)N2CCc3ccccc3C2)cc1	-22	-17	0.0%	-2%	4%	2.1%	-3.7%	0.0%	-0.2%	i
Cn1c(=O)cc(OCC(=O)NC2CCCCC2)c2ccccc21	2	9	0.5%	0%	1%	-0.1%	-8.6%	-2.8%	0.8%	i
CCOc1ccc(Nc2ncnc3ccc([N+](=O)[O-])cc23)cc1	20	2	0.3%	-10%	4%	-0.6%	-17%	·	-0.2%	i
COc1ccccc1C(C)NCC(=O)NCC(=O)Nc1ccc(F)c(F)c1F (stereo not drawn)	5	12	0.5%	-4%	17%	0.9%	-4.6%	-2.1%	-0.1%	i
COC(=O)c1onc(C(=O)c2ccccc2)c1C(=O)OC	-11	-4	1.2%	-6%	12%	0.1%	-1.8%	-2.2%	0.3%	i
O=C(C1CCN(S(=O)(=O)c2cccc3cccnc23)CC1)N1CCN(C2CCCCC2)CC1	7	-6	·	·	21%	-1.1%	-0.8%	-1.0%	-1.6%	i
CC(=O)Oc1ccc(C(=O)Nc2ccc(S(=O)(=O)NCC3CCCO3)cc2)cc1 (stereo not drawn)	·	·	0.4%	2%	6%	0.9%	·	·	-0.2%	·

No enrichment for hits; overall some 2.2% were active at least once.
